# Lipid droplet: modulators of hepatic lipid droplet formation. actives 0.4% (n = 240,000). AML12 mouse hepatocytes, oleate lipid droplets, BODIPY imaging. inhibition, % at 6.5 µM;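 active means lipid droplet intensity inhibited by at least 50%, with more than 500 cells counted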
#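 Assay system: AML12 mouse liver cells | Compound dosing: One dose, 6.5 µM compound | Read-out basis: Droplet intensity reduction, % inhibition | Measured by: Fluorescence imaging, 20x objective, two fields per well | Schedule: Overnight treatment with compound plus oleate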
# Lipid droplet cells 6.5 µM: further read-out of Lipid droplet, marked with its call; cell count; measured here: cell count, cytotoxicity flag;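 cells counted across two imaged fields per well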
# Numbers without * were called inactive. Not all compounds are listed; the hit share may differ from the screen's.
Structure	Lipid droplet	Lipid droplet cells 6.5 µM
Cc1ccc(CN2CCC(n3nccc3NC(=O)c3ccc4c(c3)OCO4)CC2)o1	2	879
Cc1ccc(/C=N/NC(=O)c2nnn(-c3nonc3N)c2CN(C)c2ccccc2)s1	5	691
O=C(NNC(=S)Nc1ccc(Br)cc1)c1ccccc1Br	15	895
N#CCNC(=O)c1nn2c(C(F)(F)F)cc(-c3ccccc3)nc2c1Br	1	837
COc1ccc(CN2CCN(Cc3c[nH]c4ccccc34)CC2CCO)c(F)c1 (configuration not stated)	-26	776
O=C(CN1C(=O)NC2(CCCc3ccccc32)C1=O)NCc1ccc(Cl)cc1Cl (configuration not stated)	12	796
COc1ccc(CN2CCNC(=O)C2CC(=O)N(C)CCCN2CCOCC2)cc1C (configuration not stated)	-3	672
Cc1n[nH]c(C)c1S(=O)(=O)N1CCC(C(=O)Nc2cccc(F)c2)CC1	-4	653
Cn1nc(C(=O)Nc2ccccc2N2CCCC2)c2ccccc2c1=O	-1	861
NC1=C([N+](=O)[O-])C(c2ccc3c(c2)OCO3)C2=C(CCCC2=O)O1 (configuration not stated)	-18	741
COC(=O)C1=CN(c2ccc(F)c(F)c2)C=C(C(=O)OC)C1c1ccc([N+](=O)[O-])cc1	-1	825
O=C(CSc1ccccc1)N1CCCC(N2CCN(c3ccc(F)cc3)CC2)C1 (configuration not stated)	-4	699

Structure	Lipid droplet	Lipid droplet cells 6.5 µM
Cn1c(=O)c2c(nc3n2CC(CO)O3)n(C)c1=O (configuration not stated)	-1	835
CCOC(=O)C1CCN(S(=O)(=O)c2cc(C(=O)N3CCCCC3)ccc2OC)CC1	34	703
CCNS(=O)(=O)c1ccc(CCC(=O)N2CCc3ccccc3C2)cc1	-4	806
O=C(Nc1cccc([N+](=O)[O-])c1)Nc1ccc2c(c1)CCC2	-2	807
CCn1cnc2c1c(=O)n(CC(=O)OC)c(=O)n2Cc1ccccc1	-1	878
COc1ccc(N(CC(=O)NC2CC3CCC2C3)S(=O)(=O)c2ccccc2)cc1OC (configuration not stated)	-7	724
COc1ccccc1NS(=O)(=O)c1ccc2c(c1)NC(=O)CC(=O)N2	-8	687
COc1ccc(CCc2nnc(NS(C)(=O)=O)s2)cc1	8	869
CC(C)CNC(=O)c1cc(S(=O)(=O)N2CCOCC2)ccc1N1CCCC1	-1	776
CCN(c1ccccc1C)S(=O)(=O)c1cc2c3c(c1)CCC(=O)N3CCC2	-34	736
CC1(C)CC(=O)C=C(Nc2ccc([N+](=O)[O-])cc2)C1	1	858
COc1ccccc1NC(=O)N1CCCC1C(=O)NCCc1ccccc1 (configuration not stated)	0	779

Structure	Lipid droplet	Lipid droplet cells 6.5 µM
CC(=O)Nc1ccc(S(=O)(=O)Nc2ccc3ccccc3n2)cc1	5	818
CCN(C(=O)COC(=O)Cc1c[nH]c2ccccc12)C1CCS(=O)(=O)C1 (configuration not stated)	-20	669
CCc1ccc(NC(=O)C2=CC(c3ccc(OC)c(OC)c3)=NS(=O)(=O)N2C)cc1	-1	749
CCc1ccc(NC(=O)Cn2nnc(C(=O)NCc3ccc4c(c3)OCO4)c2N)cc1	-10	762
CC(=O)N[C@@H]1[C@@H](O)[C@@H]2OC(c3ccccc3)OC[C@H]2O[C@@H]1N=[N+]=[N-] (some centres not stated)	8	817
CCN(CC)C(=O)c1ccc(Nc2nnc(-c3ccc(O)cc3)c3ccccc23)cc1	-1	799
CCOC(=O)CC1COCCN1C(=O)c1cc(COc2ccc(F)cc2Cl)on1 (configuration not stated)	-5	686
Cc1cccc(C)c1NC(=O)CNC(=O)c1cncc(Br)c1	-10	808
COC(=O)c1ccccc1NCC(=O)c1ccc(OC)cc1	8	732
CC(C)C[C@H](NC(=O)C1CC(=O)N(c2ccc(F)cc2)C1)C(=O)N1CCCCC1 (some centres not stated)	4	755
O=C(COc1ccc2c(-c3ccccc3)cc(=O)oc2c1)NCCCN1CCOCC1	-4	718
O=C(CSc1ccc2nnc(-c3cccnc3)n2n1)Nc1ccccc1	26	745

# Five structures out of the list, sorted by formula weight, low to high.
Structure	Lipid droplet	Lipid droplet cells 6.5 µM
CC(=O)N[C@@H]1[C@@H](O)[C@@H]2OC(c3ccccc3)OC[C@H]2O[C@@H]1N=[N+]=[N-] (some centres not stated)	8	817
CC(C)C[C@H](NC(=O)C1CC(=O)N(c2ccc(F)cc2)C1)C(=O)N1CCCCC1 (some centres not stated)	4	755
CCc1ccc(NC(=O)Cn2nnc(C(=O)NCc3ccc4c(c3)OCO4)c2N)cc1	-10	762
CCOC(=O)CC1COCCN1C(=O)c1cc(COc2ccc(F)cc2Cl)on1 (configuration not stated)	-5	686
CCc1ccc(NC(=O)C2=CC(c3ccc(OC)c(OC)c3)=NS(=O)(=O)N2C)cc1	-1	749

# Going on with the list.
Structure	Lipid droplet	Lipid droplet cells 6.5 µM
CN(CCC1CCCCO1)C(=O)CCc1nnc(Cc2c[nH]c3ccccc23)o1 (configuration not stated)	1	838
CS(=O)(=O)c1nc(S(=O)(=O)c2ccc(Cl)cc2)c(N2CCC(C(N)=O)CC2)s1	12	731
CCc1ccc(NC(=O)NCc2ccc3c(c2)OCO3)cc1	3	827
COc1ccc(-c2cc(=O)oc3cc(OCC(=O)N4CCOCC4)ccc23)cc1	-3	809
Cc1noc(C)c1CSc1ccccc1C(=O)OC(C)C(N)=O (configuration not stated)	3	756
COc1cccc(OC)c1C(=O)NNS(=O)(=O)c1ccc2ccccc2c1	-1	656
COc1cc(C2C(C(=O)c3ccc(C)o3)=C(O)C(=O)N2CCCn2ccnc2)cc(OC)c1OC (configuration not stated)	12	854
O=C(c1ccccc1Br)N1CCc2c([nH]c3ccccc23)C1	4	846
COc1cccc2sc(N(CCCN(C)C)C(=O)CCS(=O)(=O)c3ccccc3)nc12	18	803
NC(=O)c1ccc(-n2nnnc2SCC(=O)Nc2ccccc2)cc1	20	824
COc1ccc(N2CC(C(=O)OCC(=O)Nc3cccc(C)c3)CC2=O)cc1 (configuration not stated)	1	791
COc1ccc(C(=O)N2CCc3cc(OC)c(OC)cc3C2c2ccc(OC)c(OC)c2)cc1OC (configuration not stated)	0	832

Structure	Lipid droplet	Lipid droplet cells 6.5 µM
CC(C)(Oc1ccc(Cl)cc1)C(=O)OCC(=O)NCCc1ccccc1	-30	664
O=C(NC1CCCC1)C(c1ccc(F)cc1)N(C(=O)c1csnn1)c1ccccc1 (configuration not stated)	-2	818
CCOc1ccc(NC(=O)c2cccc(NC(=O)c3ccccc3)c2)cc1	13	815
O=S(=O)(NCc1ccc(F)cc1)c1ccc(-n2cccn2)cc1	-13	673
COc1ccccc1C(=O)NCC(=O)N/N=C/c1ccc2c(c1)OCO2	-2	810
CCCCNC(=O)CSc1nc2c(sc(=S)n2-c2cc(Cl)ccc2OC)c(=O)[nH]1	4	816
Cc1cc2cc(CCNC(=O)c3ccc(S(=O)(=O)N4CCCC4)cc3)c(=O)[nH]c2cc1C	3	836
Cn1c(C(=O)O)cc2cc(Oc3ccccc3)ccc21	11	812
CC(=O)Nc1ccc(NC(=O)CSc2ccc3nnc(-c4ccccn4)n3n2)cc1	19	732
O=C(O)COCC(=O)Nc1ccc(OCCc2ccccc2)cc1	-4	886
COCC(C)n1c(SC(C)C(=O)NC2CCCCC2C)nc2ccccc2c1=O (configuration not stated)	-5	822
Cc1ccc(S(=O)(=O)N2CCCC(C(=O)NCc3ccccc3F)C2)cc1 (configuration not stated)	-7	742

Structure	Lipid droplet	Lipid droplet cells 6.5 µM
Cc1cc(C(=O)N/N=C/c2cn(C)nc2C)c2ccccc2n1	-3	755
O=C(CN1CCN(CC(=O)Nc2ccc(Cl)cc2)CC1)Nc1ccc(F)cc1	-3	764
Cc1ccc(C(=O)N2CCCC(CCC(=O)N3CCN(c4ccccn4)CC3)C2)cc1C (configuration not stated)	-6	632
O=C(CSc1nnc(CNC(=O)c2c(F)cccc2F)o1)NCCc1ccccc1	-1	882
OC(COc1ccc(F)cc1Cl)CN1CCc2ccccc2C1 (configuration not stated)	1	836
COc1ccc(C2NC(=O)C(=O)/C2=C(\O)c2ccc(Cl)cc2)cc1OC (configuration not stated)	16	426
Cc1cc(Cl)ccc1C(=O)C1CCCN(C(=O)c2cccc(N3CCCC3=O)c2)C1 (configuration not stated)	0	699
O=C(O)c1cccc(CSc2nnc(-c3ccc(Cl)cc3)o2)c1	0	859
CN(C)c1ccc(N2C(=NC(=O)c3ccccc3)SC3CS(=O)(=O)CC32)cc1 (configuration not stated)	10	751
O=C(N/N=C/c1c[nH]c2ccccc12)c1ccc(Cl)cc1	-7	802
COc1ccc(C(=O)Nc2cnc(NC(=O)c3cccs3)cc2C)cc1	-11	815
O=C(Cc1ccccc1F)NC1CCCc2ccccc21 (configuration not stated)	-6	753

Structure	Lipid droplet	Lipid droplet cells 6.5 µM
COc1ccccc1/C=C1\SC(=S)N(CCC(=O)NCCc2ccc(O)cc2)C1=O	12	718
CC(C)(C)c1ccc(C(=O)Cn2cnnc2C#N)cc1	-4	836
Cc1cc(C)c(C(N)=O)c(Nc2ccc(F)cc2)n1	6	773
CCOC(=O)CNC(=O)COc1coc(CN2CCN(Cc3ccccc3)CC2)cc1=O	25	681
O=C(CSc1nc2[nH]c(=O)cc(O)c2s1)Nc1cc(Cl)cc(Cl)c1	-38	817
COc1cccc(-c2nc(CS(=O)(=O)CC(=O)NCCc3ccc(OC)cc3OC)c(C)o2)c1	0	672
CCOc1ccc(C(C(=O)NC2CCCCC2)N(CCOC)C(=O)c2snc(C(N)=O)c2N)cc1 (configuration not stated)	-2	811
COCCC(=O)N1CCC(Oc2ccc(C(=O)N3C[C@@H](C)O[C@@H](C)C3)cc2)CC1	12	854
CC(=O)c1cccc(NC(=S)N2CCN(c3ccccn3)CC2)c1	-2	825
COc1ccc(OC)c(CCNC(=O)CCn2ccc3cc(S(=O)(=O)N4CCCC4)ccc32)c1	23	742
Oc1c(Cl)cc(CN2CCCCC2)c2cccnc12	3	874
COc1cc(CN(C)CC2CCCN(CCc3ccccc3F)C2)cc(Cl)c1OC (configuration not stated)	2	836

Structure	Lipid droplet	Lipid droplet cells 6.5 µM
Cc1ccc(S(=O)(=O)c2nc(-c3ccccc3Br)oc2N(C)C)cc1	-82	734
O=C(Nc1ccc(C(=O)OC2CCCCC2)cc1)c1ccncc1	-1	840
Cc1ccc(S(=O)(=O)Nc2ccc(S(=O)(=O)N3CCOCC3)cc2)cc1[N+](=O)[O-]	12	816
COc1ccccc1N(C(=O)CNC(=O)c1ccco1)C(C(=O)NCC1CCCO1)c1ccccc1 (configuration not stated)	-4	847
COC(=O)c1cc(NC(=O)CC2Oc3ccccc3NC2=O)cc(C(=O)OC)c1 (configuration not stated)	6	752
N#C[C@]1(S(=O)(=O)c2ccccc2)C[C@@H]2ON=C(c3cccc(Br)c3)[C@@H]2C1	-6	717
COc1cccc(Nc2ccc([N+](=O)[O-])c3nonc23)c1	2	845
COc1ccc(NC(=S)N2CCC(NC(=O)c3cccc(F)c3)CC2)cc1	6	754
O=S(=O)(c1ccccc1)N1CCCN(S(=O)(=O)c2ccccc2)CC1	-10	375
CCC(C(=O)NCc1ccco1)N(C(=O)CNS(=O)(=O)c1ccc(C)cc1)c1ccccc1F (configuration not stated)	-36	804
CCn1cc(C(=O)N(C)Cc2ccc(OC(F)F)cc2)c(=O)c2ccc(C)nc21	-24	825
O=C(Nc1ccccc1)Nc1cccc(NC(=O)Nc2ccccc2)c1F	-3	781

# Single entries from the entries so far:
# COc1ccc(NC(=S)N2CCC(NC(=O)c3cccc(F)c3)CC2)cc1 in Lipid droplet cells 6.5 µM is entered as 754
# COC(=O)c1cc(NC(=O)CC2Oc3ccccc3NC2=O)cc(C(=O)OC)c1 (configuration not stated) in Lipid droplet is entered as 6
# CCC(C(=O)NCc1ccco1)N(C(=O)CNS(=O)(=O)c1ccc(C)cc1)c1ccccc1F (configuration not stated) in Lipid droplet cells 6.5 µM is entered as 804
# O=C(Nc1ccc(C(=O)OC2CCCCC2)cc1)c1ccncc1 in Lipid droplet cells 6.5 µM is entered as 840
# CCn1cc(C(=O)N(C)Cc2ccc(OC(F)F)cc2)c(=O)c2ccc(C)nc21 in Lipid droplet cells 6.5 µM is entered as 825
# Cc1ccc(S(=O)(=O)Nc2ccc(S(=O)(=O)N3CCOCC3)cc2)cc1[N+](=O)[O-] in Lipid droplet cells 6.5 µM is entered as 816
# COc1ccccc1N(C(=O)CNC(=O)c1ccco1)C(C(=O)NCC1CCCO1)c1ccccc1 (configuration not stated) in Lipid droplet cells 6.5 µM is entered as 847

# Going on with the list.
Structure	Lipid droplet	Lipid droplet cells 6.5 µM
Cc1ccc2c(c1)cc(C(=O)N1CCN(c3ccccn3)CC1)n2C	-2	788
Cc1ccc(Cn2c(=N)c(C(=O)NC3CCCCC3)cc3c(=O)n4ccccc4nc32)cc1	-12	678
Cc1ccc(/C=C2\SC(=S)N(CCC(=O)N3CCOCC3)C2=O)cc1	15	738
Cc1cccc2sc(N(CCCN(C)C)C(=O)c3ccc4ncsc4c3)nc12	-20	728
CCC(CC)C(=O)N1CC(=O)Nc2ccc(F)cc2C1c1ccccc1 (configuration not stated)	-33	791
CC(NC(=O)Nc1ccc(Cl)cc1)c1ccc2c(c1)OCO2 (configuration not stated)	-6	776
CN1CCCN=C1/C=C/c1cccs1	6	800
CCN(CC)CCCn1c(SCC(=O)Nc2cccc(F)c2)nnc1-c1ccoc1C	-7	806
COc1ccc(NC(C)C(=O)N2CCN(Cc3ccccc3)CC2)cc1 (configuration not stated)	-8	817
COCC(C)(C)COS(N)(=O)=O	0	812
Cc1ccc(Cl)c(OCC(=O)Nc2cccnc2)c1	-4	687
CCn1c(=O)c2c(nc(SCC(=O)NC3CCCC3)n2C)n(C)c1=O	16	704

Structure	Lipid droplet	Lipid droplet cells 6.5 µM
Cc1noc(C)c1C(=O)NC1=NCCS1	0	811
Cc1sccc1/C=N/NC(=O)c1ccco1	-1	639
Cc1ccccc1N/C(=N/S(=O)(=O)c1cc(F)ccc1F)c1ccccc1	-17	652
Cc1ccc2[nH]c3c(=O)n(CC(=O)Nc4ccccc4N4CCN(C)CC4)ncc3c2c1	-17	686
Cc1ccc(S(=O)(=O)NC2=NCN(CC(=O)O)CN2)cc1	1	771
COc1ccc(CN2CCN(CCc3ccccc3)C(CCO)C2)c(Cl)c1OC (configuration not stated)	-1	804
Cc1ccc(S(=O)(=O)N2CCC3(CC2)OCCO3)cc1	1	874

# Screening results (PubChem BioAssay)
